# Compound activity deposited in PubChem BioAssay by The Scripps Research Institute Molecular Screening Center.
# PAFAH1B3 FP inh = PAFAH1B3 enzyme inhibitors, primary screen, biochemical, fluorescence polarization, human | Platelet-activating factor acetylhydrolase IB subunit alpha1 (Homo sapiens), Q15102 | recombinant PAFAH1B3, FP-rhodamine probe | inhibition, % at 3.39 µM | 340,000 compounds, 0.28% hits;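 active = inhibition above the screen-wide average of all tested compounds plus 3 SD, cut at about 25% in these data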;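 note: 0% = enzyme with DMSO only and 100% = wells lacking PAFAH1B3 protein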
# LYPLA2 counter = LYPLA2 inhibitors, primary screen, counter-screen for PME1 inhibitor project, biochemical, fluorescence polarization, FP-Rh probe ABPP. Acyl-protein thioesterase 2 (Homo sapiens), O95372. recombinant LYPLA2. inhibition, % at 5.9 µM. 320,000 compounds, 0.38% hits;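 active = inhibition above the screen-wide mean plus 3 SD, limit set per campaign, cut at about 26% in these data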;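 note: 0% = LYPLA2 with DMSO and 100% = wells lacking LYPLA2 enzyme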
# Target sequence (O95372 whole entry, looked up): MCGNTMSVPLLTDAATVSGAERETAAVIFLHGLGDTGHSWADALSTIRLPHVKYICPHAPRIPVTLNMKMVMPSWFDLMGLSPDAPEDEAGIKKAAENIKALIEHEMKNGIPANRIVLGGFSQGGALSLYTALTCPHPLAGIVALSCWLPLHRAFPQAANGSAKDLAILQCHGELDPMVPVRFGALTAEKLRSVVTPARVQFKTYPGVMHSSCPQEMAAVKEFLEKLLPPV
# PREPL inhibitor = PREPL enzyme inhibitors, primary screen, biochemical, fluorescence polarization; Prolyl endopeptidase-like (Homo sapiens), Q4J6C6; recombinant PREPL, fluorescence polarization activity-based probe; inhibition, % at 5.96 µM; 320,000 compounds, 0.68% hits; AID 2751, 2010; in the data active = inhibition above about 43%;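 note: 0% = enzyme with DMSO and 100% = wells lacking enzyme; many of its hits are not listed in these tables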
# EBNA-1 inh = EBNA-1 DNA-binding inhibitors, primary screen, biochemical, fluorescence polarization. inhibition, % at 14.8 µM. 300,000 compounds, 0.34% hits. AID 1950, 2009; in the data active = inhibition above about 28%
# LYPLA1 inh = LYPLA1 inhibitors, primary screen, counter-screen for PME1 inhibitor project, biochemical, fluorescence polarization, FP-Rh probe ABPP; AID 2174, 2009; 320,000 compounds, 0.16% hits; Acyl-protein thioesterase 1 (Homo sapiens), O75608; recombinant LYPLA1; inhibition, % at 5.9 µM;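 active = inhibition above the mean of all tested compounds plus 3 SD, set per campaign, cut at about 14% in these data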;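 note: inhibitors block serine hydrolase probe labeling of LYPLA1 so polarization falls; 0% = enzyme with DMSO and 100% = wells lacking LYPLA1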
# Target sequence (O75608 whole entry, looked up): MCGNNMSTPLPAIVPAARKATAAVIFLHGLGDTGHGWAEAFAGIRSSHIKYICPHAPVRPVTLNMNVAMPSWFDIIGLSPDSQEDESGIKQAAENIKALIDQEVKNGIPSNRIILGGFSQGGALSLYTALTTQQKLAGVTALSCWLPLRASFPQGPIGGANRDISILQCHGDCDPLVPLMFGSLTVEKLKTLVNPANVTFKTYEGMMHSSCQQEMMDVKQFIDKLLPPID
# PAD4 FP inh = human PAD4 inhibitors, primary screen, biochemical, fluorescence polarization, 1536-well format; inhibition, % at 6.36 µM; 330,000 compounds, 0.41% hits; Protein-arginine deiminase type-4 (Homo sapiens), Q9UM07; recombinant PAD4, RCA probe fluorescence polarization;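 active = percent inhibition above a cutoff equal to the mean of all tested compounds plus 3 SD, cut at about 15% in these data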;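 note: 0% = PAD4 with RCA probe and DMSO and 100% = probe without PAD4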
# PAFAH2 FP inh = PAFAH2 enzyme inhibitors, primary screen, biochemical, fluorescence polarization, human; AID 492956, 2010; inhibition, % at 3.39 µM; 340,000 compounds, 0.99% hits; recombinant PAFAH2, FP-rhodamine activity probe; Platelet-activating factor acetylhydrolase 2, cytoplasmic (Homo sapiens), Q99487;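 active = inhibition above the mean over all tested compounds plus 3 SD, cut at about 30% in these data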;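 note: inhibitors block probe labeling of enzyme so polarization drops; 0% = enzyme with DMSO and 100% = wells lacking PAFAH2 protein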
# ZTA DNA inh = blocks Epstein-Barr virus ZTA, an EBNA-1 counter-screen; P03206; ZTA-DNA binding, fluorescence polarization; inhibition, % at 11 µM; 320,000 compounds, 0.15% hits; in the data active = inhibition above about 33%
# Target sequence (P03206 whole entry, looked up): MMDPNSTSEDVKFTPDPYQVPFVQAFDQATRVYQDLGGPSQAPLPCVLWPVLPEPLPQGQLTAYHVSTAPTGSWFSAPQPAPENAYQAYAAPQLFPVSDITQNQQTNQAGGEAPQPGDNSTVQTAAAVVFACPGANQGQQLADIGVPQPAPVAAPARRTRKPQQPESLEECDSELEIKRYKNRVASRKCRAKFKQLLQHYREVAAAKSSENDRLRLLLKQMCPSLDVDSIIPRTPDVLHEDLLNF
# GSTO1 counter = inhibitors of recombinant GSTO1, primary screen, counter-screen for RBBP9 inhibitor project, biochemical, fluorescence polarization; Glutathione S-transferase omega-1 (Homo sapiens), P78417; activity-based probe fluorescence polarization; inhibition, % at 5.96 µM; 300,000 compounds, 1.1% hits; AID 1974, 2009;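 active = inhibition above the campaign mean inhibition plus 3 SD, cut at about 35% in these data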;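 note: 0% = GSTO1-1 with DMSO and 100% = wells lacking GSTO1-1 enzyme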
# Target sequence (P78417 whole entry, looked up): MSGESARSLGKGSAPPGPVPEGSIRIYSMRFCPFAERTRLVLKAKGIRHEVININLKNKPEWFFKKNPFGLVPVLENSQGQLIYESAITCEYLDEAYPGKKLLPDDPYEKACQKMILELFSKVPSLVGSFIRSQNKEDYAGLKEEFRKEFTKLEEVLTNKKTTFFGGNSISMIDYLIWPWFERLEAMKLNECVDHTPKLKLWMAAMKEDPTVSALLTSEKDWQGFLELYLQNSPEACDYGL
# Starred values were filed as active, the others as inactive; x = not tested or not shown. A portion of the library; count on the stated rates, not on these rows.
SMILES,PAFAH1B3 FP inh,LYPLA2 counter,PREPL inhibitor,EBNA-1 inh,LYPLA1 inh,PAD4 FP inh,PAFAH2 FP inh,ZTA DNA inh,GSTO1 counter
Cc1cccc(C)c1NC(=O)C1(NC(=O)Cn2cccc([N+](=O)[O-])c2=O)CCCCC1,0,2,-3,5,-6,0,4,-6,-1
CN(C)c1ccc(/C=C/C(O)=C2/C(=O)N(C)C3(C)CC2c2ccccc2O3)cc1 (stereo not drawn),x,6,0,-8,0,-3,x,-2,3
CC(C)CC(=O)Nc1ccc2c(c1)OCO2,1,-1,9,-7,0,-3,-1,3,-1
CN(C)/C=C1\N=C(c2ccccc2)OC1=O,-4,-3,-1,4,-4,2,6,-8,4
O=c1[nH]c(/C=C/c2ccccn2)nc2ccccc12,0,-5,3,-9,1,1,-2,-2,-4
COc1ccccc1N(C)S(=O)(=O)c1ccc(C(=O)OCC(=O)NCc2cccs2)cc1,4,4,-14,-6,1,8,5,-9,15
COc1ccc(C2/C=C\CN(CC(C)(C)C)CC(=O)N2Cc2ccc(F)cc2)cc1 (stereo not drawn),10,-2,6,0,-1,-7,-2,-1,3
Cc1ccc(NC(=O)COC(=O)c2ccc([N+](=O)[O-])o2)cc1S(=O)(=O)N1CCCCCC1,3,2,3,-8,2,-10,-2,-5,9
CC(C)(C)c1nnc(NC(=O)c2cccnc2)s1,4,3,1,9,-2,-3,0,3,0
COC/C=C/C1=CC2=CC(=O)C(C)(OC(=O)c3cccs3)C(=O)C2=CO1 (stereo not drawn),x,-6,1,1,-3,6,x,3,10
Cc1ccccc1CSCCNC(=O)CSCc1ccc([N+](=O)[O-])cc1,1,8,7,1,3,-6,2,0,-1
O=[N+]([O-])c1ccc(SCCc2ccccn2)cc1,6,4,-8,7,1,-1,2,1,1
O=C(NCC1CCCO1)C(c1cccs1)N(Cc1ccccc1Cl)C(=O)c1ccc(-c2ccccc2)[nH]1 (stereo not drawn),2,-9,-1,10,-1,2,-3,7,-3
COc1ccc(-c2cn(Cc3ccc4ccccc4c3)nn2)cc1,-4,-2,-6,5,-2,0,2,-13,6
COc1cccc(N2C(=NC(=O)C3CCCCC3)SC3CS(=O)(=O)CC32)c1 (stereo not drawn),2,2,11,3,0,-4,7,6,10
Clc1ccccc1-c1nc(/C=N/N2CCOCC2)c2ccccn12,5,-4,11,-8,-6,-5,2,-4,13
COCCNC(=O)CSc1nc2ccccc2c2nc(C)nn12,12,0,-13,1,2,1,-13,3,-3
CS(=O)(=O)N1CCC(C(=O)Nc2cccc(Br)c2)CC1,6,3,-1,0,3,-2,2,1,2
CCC(C)(C)c1ccc(Oc2cccc(C(=O)O)c2)cc1,8,0,-3,8,1,-1,-4,-2,8
CCc1n[nH]c(=S)n1/N=C/c1c(O)ccc2ccccc12,9,7,-1,3,5,-1,5,-7,38*
CNC(=O)c1cc(S(=O)(=O)Nc2ccc(C)cc2C)ccc1C,3,6,3,-3,2,-4,0,-11,-4
COc1cccc(NC(=O)CN(C)C(=O)Cc2ccc3c(c2)CCC3)c1,0,0,-4,x,-2,-2,0,5,x
COc1ccccc1CNC(=O)C1CCN(S(=O)(=O)c2ccc3nc4c(c(C(=O)O)c3c2)CCCC4)CC1,6,-3,0,-10,-3,1,5,12,1
Cc1ccc(/C=C/C(=O)c2ccccc2O)cc1,0,6,-4,-7,3,0,0,-25,-13
O=C(CSc1ccc2ccccc2n1)N/N=C/c1ccc(O)cc1,6,11,-9,7,3,-2,-4,-3,-9
# (next part)
SMILES,PAFAH1B3 FP inh,LYPLA2 counter,PREPL inhibitor,EBNA-1 inh,LYPLA1 inh,PAD4 FP inh,PAFAH2 FP inh,ZTA DNA inh,GSTO1 counter
CCOC(=O)c1cc(C(=O)c2cccs2)n2ccc(C(C)=O)cc12,5,4,18,-2,0,5,-3,2,14
O=C1CN(C(=O)c2ccccc2F)c2ccccc2N1,-3,6,-24,-11,1,-5,-6,-5,1
Cc1ccc2ccc(C(Nc3ccccn3)c3ccccc3)c(O)c2n1 (stereo not drawn),-1,2,-1,-3,2,-1,3,2,1
COc1ccc(S(=O)(=O)N2CCOCC2)cc1NC(=O)c1ccc2c(c1)OCO2,-1,0,14,x,-3,-2,-1,-8,x
CC(C)C(=O)Nc1ccc(C(=O)N/N=C/C2CC3C=CC2C3)cc1 (stereo not drawn),-5,4,0,-6,-2,2,9,-8,-3
Cc1cccc(C(C)C)c1NC(=O)CN1C(=O)NC(Cc2ccccc2)C1=O (stereo not drawn),1,3,19,1,0,-1,-1,-7,7
O=C(Nc1nc(-c2cccs2)cs1)c1cccc(S(=O)(=O)N2CCCCCC2)c1,-17,-49,-1,2,-35,-1,-17,5,-8
Cc1ccc(NC(=O)CNCCCN2CCOCC2)cc1S(=O)(=O)N1CCCCC1,-5,0,0,-9,1,4,3,-6,-4
COc1ccc(/C=N/Nc2nc(Nc3ccccc3)nc(N3CCCCC3)n2)cc1OC,14,-7,12,4,-8,3,-11,10,-2
Cc1ccc(C(C)C)c(OCC(=O)NCC(c2cccs2)N2CCOCC2)c1 (stereo not drawn),16,-4,3,4,-4,4,-5,8,8
CC1=C(C(=O)Nc2ccccn2)C(c2ccc(Cl)cc2Cl)NC(=S)N1 (stereo not drawn),9,1,2,-8,-4,-1,-4,-3,1
Cc1cccnc1NC(=O)c1ccc(NS(=O)(=O)/C=C/c2ccccc2)cc1,7,-1,-3,-5,-3,-1,-1,3,-6
Cc1cc2c(SCC(=O)NC3CCCC3)ncnc2s1,6,-5,-3,2,1,2,-8,-8,4
CCCS(=O)(=O)N1CCC(C(=O)NC2CCC(C)CC2)CC1 (stereo not drawn),5,10,18,-8,5,-3,-1,-26,-1
CCOc1ccc(/C=C2\SC(=O)N(CCNC(=O)CN3C(=O)NC4(CCCC4)C3=O)C2=O)cc1OC,-5,-1,11,-4,4,1,-4,4,1
COc1ccc(/C=C/C(=O)NNC(=O)c2cc(C)oc2C)cc1,4,3,-9,-14,1,-2,1,-9,7
COc1ccc(OC)c(NC(=O)NNS(=O)(=O)c2ccc(C)cc2C)c1,7,2,-11,1,3,5,0,3,3
COC(=O)c1ccccc1NC(=O)COc1ccc(S(=O)(=O)NC(C)C)cc1,8,-6,0,4,0,-1,10,-2,-6
CC(C)CC(c1nnnn1CCc1ccccc1)N1CCC(C(N)=O)CC1 (stereo not drawn),-2,3,5,5,2,-4,4,-3,-4
COC(=O)c1cc(Cl)c(NC(=O)C(C)C)cc1OC,10,-5,6,3,-1,0,-2,-15,5
O=C1NCCN/C1=C\C(=O)c1ccc(Br)cc1,x,-5,11,-16,-1,-6,x,-1,0
CC(C)N(C(=O)COC(=O)c1cccc(N(C)C)c1)c1ccccc1,10,5,17,-7,2,4,-7,-7,5
CCSc1nnc2c(n1)OC=Nc1ccc(Br)cc1-2,4,-5,5,2,0,-3,0,11,-5
COc1ccc(Cl)cc1NC(=O)Cn1nnc(C(=O)NCCc2ccc(OC)c(OC)c2)c1N,4,1,3,-3,4,1,1,0,-8
CN(CC(=O)Nc1ccc(F)c(F)c1F)C(=O)/C=C/c1ccc(Cl)cc1,-1,-1,-9,7,-3,-3,0,18,1

# Taken from the listing for reference:
SMILES,PAFAH1B3 FP inh,LYPLA2 counter,PREPL inhibitor,EBNA-1 inh,LYPLA1 inh,PAD4 FP inh,PAFAH2 FP inh,ZTA DNA inh,GSTO1 counter
Cc1cccnc1NC(=O)c1ccc(NS(=O)(=O)/C=C/c2ccccc2)cc1,7,-1,-3,-5,-3,-1,-1,3,-6
Cc1cc2c(SCC(=O)NC3CCCC3)ncnc2s1,6,-5,-3,2,1,2,-8,-8,4
CCCS(=O)(=O)N1CCC(C(=O)NC2CCC(C)CC2)CC1 (stereo not drawn),5,10,18,-8,5,-3,-1,-26,-1
CCOc1ccc(/C=C2\SC(=O)N(CCNC(=O)CN3C(=O)NC4(CCCC4)C3=O)C2=O)cc1OC,-5,-1,11,-4,4,1,-4,4,1
COc1ccc(/C=C/C(=O)NNC(=O)c2cc(C)oc2C)cc1,4,3,-9,-14,1,-2,1,-9,7
COc1ccc(OC)c(NC(=O)NNS(=O)(=O)c2ccc(C)cc2C)c1,7,2,-11,1,3,5,0,3,3
COC(=O)c1ccccc1NC(=O)COc1ccc(S(=O)(=O)NC(C)C)cc1,8,-6,0,4,0,-1,10,-2,-6
CC(C)CC(c1nnnn1CCc1ccccc1)N1CCC(C(N)=O)CC1 (stereo not drawn),-2,3,5,5,2,-4,4,-3,-4
COC(=O)c1cc(Cl)c(NC(=O)C(C)C)cc1OC,10,-5,6,3,-1,0,-2,-15,5
O=C1NCCN/C1=C\C(=O)c1ccc(Br)cc1,x,-5,11,-16,-1,-6,x,-1,0
CC(C)N(C(=O)COC(=O)c1cccc(N(C)C)c1)c1ccccc1,10,5,17,-7,2,4,-7,-7,5

# Continued:
SMILES,PAFAH1B3 FP inh,LYPLA2 counter,PREPL inhibitor,EBNA-1 inh,LYPLA1 inh,PAD4 FP inh,PAFAH2 FP inh,ZTA DNA inh,GSTO1 counter
CC(=O)c1ccc(OCc2cc(C(=O)N3CCC[C@H]3CO)no2)cc1,5,2,5,17,-3,4,-4,-16,0
COC(CN(C(=O)CCl)C(C(=O)NC1CCCCC1)c1ccc(Cl)cc1)OC (stereo not drawn),3,1,-3,9,0,0,2,-9,73*
O=C(NCC[C@@H]1C[C@@H]2C=C[C@H]1C2)c1cc(COc2ccc(F)cc2F)on1,-7,11,13,-5,3,-5,-3,-5,-3
CC(=O)C1=C(C)N(Cc2ccco2)C(=O)C1(NC(=O)C1CCCCC1)C(F)(F)F (stereo not drawn),-3,2,5,6,0,2,-4,2,1
COc1ccc(OC)c(Nc2nc(N)c([N+](=O)[O-])c(N3CCOCC3)n2)c1,7,5,12,-7,3,4,5,-8,0
Cc1cccc(C)c1N=Nc1c(C)cc(O)cc1C,6,2,8,-3,-2,3,1,1,-2
O=C(OCCC1Oc2cccnc2NC1=O)c1ccc(F)cc1 (stereo not drawn),3,-1,-1,-7,1,-4,3,7,-1
CN(C)c1cccc2c1c(NC(=O)c1ccc(F)cc1)nn2C,1,2,13,-2,-4,-1,4,-7,7
CCOC(=O)/C(=C/C=C1\Sc2cc(OCC)c(OCC)cc2N1CC)C(C)=O,-23,-7,2,-17,0,-20,-13,-4,-13
COCC(=O)Nc1nc2ccc(S(C)(=O)=O)cc2s1,-5,0,-3,3,0,2,7,13,0
Cc1c(CCC(=O)N[C@@H](C)C(=O)O)c(=O)oc2c(C)c3oc4c(c3cc12)CCCC4,-3,2,18,-4,-4,0,-1,-2,0
